High-throughput results as filed in PubChem BioAssay.
Coupling enz – counter-screen for Giardia aldolase inhibitors: coupling enzyme system | coupling enzyme system counterscreen, AmpLite Red fluorescence | activity change, negative = inhibition, % at 58.2 µM, hits read low | 290,000 compounds, 0.67% hits; in the data active = activity change below about -30%; note: % is set by controls: 0 for no effect and ±100 for the full control effect
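Fluorescence at 525 nm excitation and 598 nm emission measured inhibition of the coupled detection system without aldolase. Compounds (at 57.5 uM final) were preincubated 10 min at room temperature with coupling enzyme reagent before a 20 min substrate/AmpLite Red step.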
a7 integrin act – integrin-mediated muscular dystrophy alleviation activation | alpha7betagal myoblasts, beta-gal FDG fluorescence, 48 h | Potency, µM (doses to about 38.3 µM), without a hit: at the highest dose activation, actives largely listed as activators | 350,000 compounds, 0.064% hits;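 note: potency is the fitted concentration of half-maximal effect; 100% = response of the positive control SU9516; nearly all actives have a fitted effect of over 60% in size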
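alpha7betagal+/- myoblasts (passage 13, 250/well) treated 48 h at 37C with compounds at 1:260 dilution of DMSO stock. Lysed, then beta-galactosidase activity read as FDG fluorescence (ex 480/em 540) after 30 min, with pre-read for autofluorescence.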
TSG101-PTAP inh – blocks PTAP/TSG101 interaction to inhibit HIV-1 budding. Q99816. Fluorescence polarization, FITC-PTAP peptide / Tsg101 binding. Potency, µM (titrated, usually from 115 µM), without a hit: at the top dose activity change, negative = inhibition, actives largely listed as inhibitors. 340,000 tested, under 10 active; active = well fitted inhibition curve with a large enough effect in the main read-out, with a control signal flat, not every such curve was filed as active; inconclusive = small, poorly fitted or top-dose-only effect, or effect the other way, or a change in a side signal; inactive = no such curve, though single readings can be large or run the other way; note: potency is the fitted concentration of half-maximal effect; % of control where 0% means no effect
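Steps: Tsg101 binding domain dispensed (10 uM final), compounds pinned in DMSO, FITC-labeled PTAP-motif peptide added (50 nM final); after 20 min binding at room temperature, polarization measured.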
S-ASM inh – inhibitors of human secretory acid sphingomyelinase | placental ASM, HMU-PC fluorogenic substrate, 60 min | Potency, µM (doses to about 57.5 µM), for inactives: top-dose activity change, negative = inhibition, hits mostly inhibitors | 340,000 compounds, 0.006% hits | AID 504937; note: potency is the fitted concentration of half-maximal effect
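Fluorogenic HMU-PC substrate (9 uM final) is turned over by placental ASM in 60 min at 37 C after a 10 min compound preincubation. Reaction ended by alkaline stop (pH 10), with fluorescence read at 386/447 nm.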
PKM2 activator – increases activity of human pyruvate kinase M2 | P14618 | purified PKM2, Kinase-Glo ATP luminescence, activation; response scale: 0% is enzyme alone, no compound | Potency, µM (doses to about 57.5 µM), inactives show at the highest dose activation, usual class: activators | 260,000 compounds, 0.34% hits; note: potency is the fitted concentration of half-maximal effect; % is set by controls: 0 for no effect and ±100 for the full control effect; nearly all actives have a fitted effect of over 55% in size
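Kinase-Glo luminescence reports ATP generated from ADP (0.1 mM) and PEP (0.5 mM) by purified hPK-M2 after 1 h at room temperature, pH 7.2 imidazole buffer; intermediate enzyme activity allows detecting inhibitors and activators.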
GALK inhibitor – blocks human galactokinase activity. P51570. Purified GALK, Kinase-Glo residual ATP luminescence. Potency, µM (doses to about 57.5 µM), for inactives: at the highest dose activity change, negative = inhibition, actives largely listed as inhibitors. 270,000 compounds, 0.007% hits. AID 1868; note: potency is the fitted concentration of half-maximal effect; % is set by controls: 0 for no effect and ±100 for the full control effect
Target sequence (P51570 whole entry, looked up): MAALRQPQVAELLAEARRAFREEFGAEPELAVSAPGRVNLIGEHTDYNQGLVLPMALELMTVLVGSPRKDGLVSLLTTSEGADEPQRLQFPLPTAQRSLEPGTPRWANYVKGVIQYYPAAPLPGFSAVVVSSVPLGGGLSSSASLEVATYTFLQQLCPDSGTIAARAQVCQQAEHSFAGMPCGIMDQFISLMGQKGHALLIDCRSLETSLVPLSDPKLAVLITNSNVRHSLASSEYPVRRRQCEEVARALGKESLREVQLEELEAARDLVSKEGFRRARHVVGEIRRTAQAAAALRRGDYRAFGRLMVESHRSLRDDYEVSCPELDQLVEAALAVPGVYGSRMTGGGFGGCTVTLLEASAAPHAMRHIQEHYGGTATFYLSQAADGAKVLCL
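Galactose (100 uM) and ATP (35 uM) were turned over by 5 nM GALK for 1 h at RT. Kinase-Glo Plus then converted the remaining ATP into a luminescent signal.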
Menin-MLL TR inh – inhibitors of human menin-MLL interaction, mutant MLL peptide. Potency, µM (doses to about 61.6 µM), without a hit: at the highest dose FP activity change, negative = inhibition, hits mostly inhibitors. Menin + Texas Red MLL mutant peptide, fluorescence polarization. 270,000 compounds, 0.23% hits. O00255; active = well fitted inhibition curve with a large enough effect in the polarisation, with a control signal flat, not every such curve was filed as active; inconclusive = small, poorly fitted or top-dose-only effect, or effect the other way, or a change in a side signal; inactive = no such curve, though single readings can be large or run the other way; the % refers to the polarisation; note: potency is the fitted concentration of half-maximal effect; % of control where 0% means no effect; many of its hits are not listed in these tables
B2AR arrestin – recruits beta-arrestin to the human beta2-adrenergic receptor. Potency, µM (series often up to 46.1 µM), for the others: top-dose activation, usual class: activators. 330,000 compounds, 0.02% hits. P07550. beta-arrestin recruitment to beta2AR, cell-based reporter. AID 492947;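 note: potency is the fitted concentration of half-maximal effect; 0% = DMSO controls and full agonism = EC100 isoproterenol or metaproterenol; nearly all actives have a fitted effect of over 65% in size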
Target sequence (P07550 whole entry, looked up): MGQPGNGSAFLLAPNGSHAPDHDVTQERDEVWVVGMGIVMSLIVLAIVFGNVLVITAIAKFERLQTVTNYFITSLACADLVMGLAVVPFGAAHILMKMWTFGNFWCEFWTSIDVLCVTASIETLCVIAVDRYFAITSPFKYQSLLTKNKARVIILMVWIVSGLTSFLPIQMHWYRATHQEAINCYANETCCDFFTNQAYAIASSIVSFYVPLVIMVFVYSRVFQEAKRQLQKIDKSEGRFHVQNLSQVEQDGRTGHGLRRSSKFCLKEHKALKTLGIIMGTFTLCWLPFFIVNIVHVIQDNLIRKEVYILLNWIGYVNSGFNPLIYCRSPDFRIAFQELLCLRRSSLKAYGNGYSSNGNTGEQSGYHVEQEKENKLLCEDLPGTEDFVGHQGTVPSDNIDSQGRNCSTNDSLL
Chronic BCR inh – chronic active BCR signaling inhibition; ABC-DLBCL IkBa-CBG/CBR reporter, luminescence ratio, 4 h; Potency, µM (doses to about 46.1 µM), inactives show at the highest dose ratio change, negative = lower green/red ratio, actives largely listed as inhibitors; 340,000 compounds, 0.05% hits; AID 493014; active = well fitted inhibition curve with a large enough effect in the signal ratio, with a control signal flat, not every such curve was filed as active; inconclusive = small, poorly fitted or top-dose-only effect, or effect the other way, or a change in a side signal; the % refers to the signal ratio;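 note: potency is the fitted concentration of half-maximal effect; plate controls were basal doxycycline-induced cells for no effect and cells given 10 µM MG132 for full effect; MG132 reads +100%, hits lower the ratio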
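Doxycycline induced both beetle luciferases in TMD8 lymphoma cells; IKK-driven degradation limits the IkappaBalpha-fused green signal, while red luminescence normalises for cell number and nonspecific effects. Compounds tested up to 46 uM, 4 hrs.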
Tb PFK inh – inhibitors of T. brucei phosphofructokinase; O15648; T. brucei PFK, ADP-Glo luminescence; Potency, µM (top dose mostly 57.5 µM), without a hit: at the highest dose activity, negative = inhibition, usual class: inhibitors; 330,000 compounds, 0.17% hits;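 note: potency is the fitted concentration of half-maximal effect; 0% = uninhibited 1x PFK enzyme wells and -100% = no-enzyme wells; nearly all actives have a fitted effect of over 60% in size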
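Luminescent ADP detection (ADP-Glo, two-step: ATP depletion then ADP-to-ATP conversion for luciferase) reported PFK activity after 45 min room-temperature reaction of 1.25 nM enzyme with 0.5 mM F6P and 0.1 mM ATP at pH 8.0.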
Giardia killer – kills Giardia lamblia | Giardia lamblia trophozoite viability | activity change, % at 7.66 µM, hits read low | 340,000 compounds, 0.15% hits; in the data active = activity change below about -80%; inconclusive = between about -30% and that limit;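 note: parasites exposed to compound for two days anaerobically before the ATP read; % is set by controls: 0 for no effect and ±100 for the full control effect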
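Trophozoite viability was measured as ATP-dependent luminescence, read 15-30 min after reagent addition. Before that, parasites at 100 cells/well were exposed to compounds for 48 h, anaerobically, at 37 deg C.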
Numbers without * were called inactive; ? = inconclusive; / = no result given; & = joins results of further samples; [ ] = dose if it differs, or a comment. Unless noted, calls come from the whole dose curve; as a rule, active = well fitted curve in the direction sought with a large enough effect; inconclusive = small, poorly fitted or top-dose-only effect, or another doubt; inactive = no such curve, though single readings can be large; an effect the other way counts as inactive or inconclusive. The list is partial; count on the stated rates, not on these rows.

SMILES	Coupling enz	a7 integrin act	TSG101-PTAP inh	S-ASM inh	PKM2 activator	GALK inhibitor	Menin-MLL TR inh	B2AR arrestin	Chronic BCR inh	Tb PFK inh	Giardia killer
COCCCNC(=O)C(=O)N/N=C/c1ccc(OCC(=O)Nc2cccc(Cl)c2C)c(OC)c1	2	-24%	2%	-1%	-4%	/	16%	-0.5%	-17%	2%	-17
O=S(=O)(Nc1ccccc1N1CCCCC1)c1cccs1	-2	-20%	0%	-2%	?	/	/	-0.5%	-4%	-4%	1
CCCCNC(=O)N1CCc2ccccc2C1	-1	-10%	1%	1%	0%	/	-6%	-0.3%	2%	-4%	1
COCCN(C(=O)c1snc(C(N)=O)c1N)C(C(=O)NC1CCCCC1)c1ccc(N(C)C)cc1 (centres undefined)	-1	-3%	-4%	3%	9%	/	-6%	-1.1%	3%	1%	-10
Cc1cc(/C=C(\C#N)C(=O)NC2CCCCCC2)c(C)[nH]1	-2	-24%	-1%	9%	-3%	/	0%	?	?	-2%	4
COc1ccc(C(=O)CSc2nnc(-c3cc4ccccc4cc3O)n2Cc2ccco2)cc1	-3	-24%	-4%	-4%	5%	4%	-24%	2.5%	-12%	7%	-13&-17
COc1cc(CN2C(=S)NC(C)(C)CC2(C)O)cc(OC)c1 (centres undefined)	5	12%	-2%	6%	1%	0%	-3%	0.3%	8%	-3%	-12
Cc1ccc(S(=O)(=O)N(C)c2ccc(OC(=O)CN3C(=O)NC4(CCCC4)C3=O)cc2)cc1	/	1%	-8%	6%	/	/	/	-0.1%	-12%	0%	-12
CCS(=O)(=O)CCSc1nc(C)cc(C)n1	2	17%	-4%	-3%	0%	6%	8%	0.1%	4%	-1%	3
N/C(Cc1ccc([N+](=O)[O-])cc1)=N\OC(=O)COc1ccc2ccccc2c1	-2	14%	-3%	-12%	2%	-1%	20%	-0.1%	6%	1%	21
COc1cccc(C2=NOC(C(=O)NCc3cccs3)C2)c1 (centres undefined)	1	-11%	-4%	2%	3%	-1%	-4%	-0.8%	?	-3%	-9
CC(C)[C@H](NC(=O)OCc1ccccc1)C(=O)OCC(=O)Nc1c(F)cccc1F	0	-7%	-5%	-1%	4%	0%	-2%	-0.6%	?	12%	7
O=C(Nc1ccc(Cl)cc1)N1CCC(CO)(Cc2ccccc2)CC1	1	-2%	-7%	-3%	-20%	-3%	3%	-0.1%	17%	-4%	18
Cc1ccc([N+](=O)[O-])cc1NC(=O)CN1CCCCC1	-1	14%	0%	-2%	-9%	-4%	-15%	-0.2%	-6%	-5%	-4
Cc1cc(OCC(=O)OCC(=O)c2ccc[nH]2)ccc1Cl	/	2%	-5%	2%	/	/	/	-0.2%	4%	1%	-18

The last 6 compounds of the section above lead into the next.
SMILES	Coupling enz	a7 integrin act	TSG101-PTAP inh	S-ASM inh	PKM2 activator	GALK inhibitor	Menin-MLL TR inh	B2AR arrestin	Chronic BCR inh	Tb PFK inh	Giardia killer
N/C(Cc1ccc([N+](=O)[O-])cc1)=N\OC(=O)COc1ccc2ccccc2c1	-2	14%	-3%	-12%	2%	-1%	20%	-0.1%	6%	1%	21
COc1cccc(C2=NOC(C(=O)NCc3cccs3)C2)c1 (centres undefined)	1	-11%	-4%	2%	3%	-1%	-4%	-0.8%	?	-3%	-9
CC(C)[C@H](NC(=O)OCc1ccccc1)C(=O)OCC(=O)Nc1c(F)cccc1F	0	-7%	-5%	-1%	4%	0%	-2%	-0.6%	?	12%	7
O=C(Nc1ccc(Cl)cc1)N1CCC(CO)(Cc2ccccc2)CC1	1	-2%	-7%	-3%	-20%	-3%	3%	-0.1%	17%	-4%	18
Cc1ccc([N+](=O)[O-])cc1NC(=O)CN1CCCCC1	-1	14%	0%	-2%	-9%	-4%	-15%	-0.2%	-6%	-5%	-4
Cc1cc(OCC(=O)OCC(=O)c2ccc[nH]2)ccc1Cl	/	2%	-5%	2%	/	/	/	-0.2%	4%	1%	-18
O=S(=O)(NCC1CCCO1)c1ccc2ccccc2c1 (centres undefined)	0	22%	-3%	0%	1%	9%	2%	-0.2%	1%	1%	-3
C=CCn1c(=S)[nH]c2ccccc2c1=O	-2	-1%	-2%	0%	10%	-5%	-9%	2.8%	-5%	-4%	5
COc1ccccc1C(=O)N1C(CC(=O)Nc2cc(Cl)ccc2C)C(=O)NC2CCCCC21 (centres undefined)	-3	?	-2%	2%	0%	0%	-8%	0.0%	6%	-1%	4
CC(C)C(=O)NC(c1ccc(Cl)cc1Cl)c1ccc2cccnc2c1O (centres undefined)	-5	7%	1%	-3%	1%	-3%	?	0.4%	3%	2%	-28
Cc1cc(NCc2ccncc2)ccc1Br	0	8%	-1%	0%	-8%	6%	0%	0.1%	0%	0%	7
CC(C)OC(=O)CSc1nc2cc3c(cc2cc1C#N)OCO3	3	4%	1%	-2%	-4%	1%	-20%	0.1%	?	1%	-9
CCC(C(=O)NCc1ccc(F)cc1)N(Cc1ccco1)C(=O)c1snc(C(N)=O)c1N (centres undefined)	1	11%	0%	120%[activator]	3%	11%	2%	0.4%	-3%	4%	-5
Cc1ccc(C(=O)N2c3ccc(F)cc3CCC2C)o1 (centres undefined)	2	-30%	-5%	0%	10%	-1%	-11%	-0.3%	?	-6%	-1
COCCn1c(SCC(=O)Nc2cc(C)on2)nc2c(c1=O)SC(C)C2 (centres undefined)	0	3%	-5%	3%	21%	-1%	/	-1.2%	2%	2%	-6
O=C(CCC(=O)NC1CCCCCCC1)Nc1nnc(C(F)(F)F)s1	10	11%	-4%	0%	-2%	-2%	4%	-0.3%	14%	5%	-20
COc1cc(C(=O)O[C@H]2C/C(C)=C/CC[C@@]3(C)O[C@@H]3[C@H](O)[C@@H]2C(C)C)cc(OC)c1OC	-13	-8%	-7%	-6%	/	2%	?	4.5%	-14%	-7%	-17
CC(NC(=O)CSc1ncccn1)c1ccccc1 (centres undefined)	2	9%	-9%	4%	-2%	4%	1%	-0.7%	-1%	-2%	-21
CC(=O)Nc1ccc(NC(=O)C2CCCN(S(=O)(=O)c3ccc(Cl)cc3)C2)cc1 (centres undefined)	2	31%	-1%	2%	-1%	-3%	?	0.7%	6%	2%	-7
CCC(=O)N1CC2(CC(c3cccc(NC(=O)CC(c4ccccc4)c4ccccc4)c3)=NO2)C[C@H]1C(N)=O (some centres undefined)	4	6%	-5%	-5%	1%	2%	/	-0.6%	?	-4%	-25
CC(C)(C)OC(=O)N1CCC(Cc2cc(-c3cccnc3)no2)(C(=O)O)CC1	/	26%	-3%	8%	/	/	/	0.2%	0%	-6%	-12
CCC(C)n1c(NC(=O)c2ccccc2)c(C#N)c2nc3ccccc3nc21 (centres undefined)	-49*	-18%	15%	/	19%	-10%	26%	0.3%	?	-5%	-6
Cc1ccc(S(=O)(=O)NNC(=O)c2cc(C)cs2)cc1	2	-7%	1%	3%	-3%	4%	/	-0.5%	-13%	0%	-11
Cc1ccccc1/C=C1\OC(=O)c2ccccc21	1	5%	-3%	11%	-2%	3%	-29%	-0.4%	?	-2%	-10
O=C(CCCN1C(=O)/C(=C\c2ccco2)SC1=S)Nc1ccc2ccccc2c1	-9	11%	0%	-12%	11%	4%	?	-0.2%	?	-1%	12
O=C(/C=C/c1ccccc1[N+](=O)[O-])NCCCn1ccnc1	0	15%	1%	2%	-26%	8%	11%	-0.5%	0%	0%	-2
Cc1ccc(S(=O)(=O)N2[C@@H](c3ccc(Br)cc3)C(C(=O)O)=CC[C@H]2c2ccc(C(C)C)cc2)cc1	/	1%	-8%	-25%	/	/	/	2.7%	7%	-6%	2
CC(C(=O)Nc1cccc(S(=O)(=O)N2CCOCC2)c1)N1CCN(C)CC1 (centres undefined)	/	10%	-12%	5%	/	-6%	/	0.0%	1%	-5%	2
N=c1sccn1CC(=O)Nc1cc(Cl)ccc1[N+](=O)[O-]	0	-34%	-1%	-5%	-1%	0%	-1%	0.0%	-1%	-1%	-10
O=S(=O)(NCCC1CC1(Cl)Cl)c1ccccc1 (centres undefined)	2	0%	-3%	5%	-2%	1%	/	-0.4%	5%	-6%	6
